Source: PubChem BioAssay (ICCB-Longwood Screening Facility, Harvard Medical School)
PV pol inh: poliovirus RNA polymerase inhibition | 150,000 compounds, 0.66% hits | poliovirus polymerase elongation, fluorescence polarization; active compounds read low | % elongation, % (compound at 16.7 µg/mL) | P03300; in the data active = % elongation below about 90%; note: some results filed as inactive read as strong as hits
Target sequence (P03300 1749-2209 limits assumed): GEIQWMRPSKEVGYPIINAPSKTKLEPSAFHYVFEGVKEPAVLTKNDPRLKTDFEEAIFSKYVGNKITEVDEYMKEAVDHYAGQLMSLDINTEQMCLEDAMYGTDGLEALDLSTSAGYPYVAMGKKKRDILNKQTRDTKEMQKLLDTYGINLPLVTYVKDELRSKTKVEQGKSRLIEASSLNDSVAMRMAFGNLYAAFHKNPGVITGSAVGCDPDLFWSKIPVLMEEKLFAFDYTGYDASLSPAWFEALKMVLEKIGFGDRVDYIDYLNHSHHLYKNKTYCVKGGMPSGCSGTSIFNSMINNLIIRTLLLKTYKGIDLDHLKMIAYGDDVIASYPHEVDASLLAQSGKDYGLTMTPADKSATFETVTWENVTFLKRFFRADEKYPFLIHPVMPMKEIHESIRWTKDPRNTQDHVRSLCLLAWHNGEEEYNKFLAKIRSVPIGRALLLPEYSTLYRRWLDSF
PV pol inh FP z-score: also measured in PV pol inh; calls as there; z-score; measured here: FP z-score; hits read low
* hit, by the source's call. Some of the compounds tested. The share of hits here may be higher or lower than overall.

Screening COc1cc2c(cc1NC(=O)c1ccccc1C)n(C)c(=O)n2C returned PV pol inh 108 and PV pol inh FP z-score -1.1.
O=C(O)c1cc2cc(Cc3cccnc3)ccc2o1 was read as PV pol inh 101 and PV pol inh FP z-score 0.4.
`CC1=CC(=C(C#N)C#N)C=C(c2ccccc2)O1` gave PV pol inh 98 and PV pol inh FP z-score -0.1.
Screening CCN(c1ccccc1)S(=O)(=O)c1nnc(NC(=O)COc2ccc(OC)cc2)s1 returned PV pol inh 106 and PV pol inh FP z-score -0.6.
COc1ccc(CC(=O)n2[nH]c(=O)ccc2=O)cc1OC was read as PV pol inh 102 and PV pol inh FP z-score -0.1.
Screening O=C(NCCc1ccccc1)c1c[nH]c2ccc(S(=O)(=O)Nc3ccccc3F)cc2c1=O returned PV pol inh 106 and PV pol inh FP z-score -0.8.
Cc1c(NC(=O)Nc2ccc(Cl)c(Cl)c2)sc2nc3n(c(=O)c12)CCC(C)CC3 (stereo unspecified) was read as PV pol inh 107 and PV pol inh FP z-score 0.2.
Oc1ccc(Nc2nc(-c3ccc(Cl)cc3)nc3ccccc23)cc1 was read as PV pol inh 107 and PV pol inh FP z-score 0.8.
For O=C(c1ccccc1SCc1ccccc1)N1CCCc2ccccc21 the results were PV pol inh 104 and PV pol inh FP z-score 0.2.
For Cc1ccccc1C(=O)Nc1ccc(OCc2cc(=O)n3cccc(C)c3n2)cc1 the results were PV pol inh 106 and PV pol inh FP z-score 0.
Screening Cc1cccc(C(=O)Nc2cccc(OCc3cc(=O)n4ccccc4n3)c2)c1 returned PV pol inh 102 and PV pol inh FP z-score -0.8.
`O=C(Cc1ccccc1)Nc1cc(-c2nc3cc(Cl)ccc3o2)ccc1Cl` gave PV pol inh 106 and PV pol inh FP z-score 0.2.
Screening O=C(CC1SC(=Nc2ccccc2)NC1=O)NC1CC1 (stereo unspecified) returned PV pol inh 102 and PV pol inh FP z-score -0.1.
Cn1c(O)c(/C=N/Nc2nc3ccccc3s2)c(=O)n(C)c1=O was read as PV pol inh 127 and PV pol inh FP z-score 3.4.
Screening C#CCOC(=O)Nc1cnc(N(C)C)c(C(F)(F)F)c1 returned PV pol inh 102 and PV pol inh FP z-score 0.1.
Cc1cc(C)c(NC(=O)C(C)n2c(=O)cc(-c3ccccc3)c3c(C)nn(C)c32)c(C)c1 (stereo unspecified) was read as PV pol inh 112 and PV pol inh FP z-score 1.7.
Screening O=C(Cn1cc(S(=O)(=O)Cc2ccccc2Cl)c2ccccc21)Nc1cccc(C(F)(F)F)c1 returned PV pol inh 109 and PV pol inh FP z-score 0.6.
For CC(=O)NCCC(=O)N1C(=NCCc2ccccc2)SCC1(C)C the results were PV pol inh 99 and PV pol inh FP z-score -0.4.
For O=C(NCc1ccccn1)C1CCC(CNS(=O)(=O)c2ccccc2)CC1 (stereo unspecified) the results were PV pol inh 104 and PV pol inh FP z-score 1.5.
Cc1ccc(CSc2nc3ccccc3c3nc(CCn4nc(C)cc4C)nn23)cc1 was read as PV pol inh 103 and PV pol inh FP z-score 0.3.
CC(=O)Oc1ccc2c(c1)CCC1C2C(O)CC2(C)C(=O)CCC12 (stereo unspecified) was read as PV pol inh 100 and PV pol inh FP z-score -0.3.
Screening COc1ccc(Nc2c(C#N)c(C)nn2-c2ccccc2)cc1 returned PV pol inh 104 and PV pol inh FP z-score 1.
c1ccc(COc2c3c(nc4ccccc24)CCCC3)cc1 was read as PV pol inh 102 and PV pol inh FP z-score 0.1.
O=C(CS(=O)(=O)c1cccc2nsnc12)Nc1ccc(F)cc1F was read as PV pol inh 104 and PV pol inh FP z-score 0.
`O=C(Oc1ccc(/C=N/n2cnnc2)cc1)c1ccco1` gave PV pol inh 99 and PV pol inh FP z-score -0.1.
For O=C(CC1SC(=Nc2ccc(O)cc2)NC1=O)Nc1ccccc1 (stereo unspecified) the results were PV pol inh 102 and PV pol inh FP z-score 0.1.
For O=C(CN1CCC(c2nc(-c3ccncc3)n[nH]2)CC1)N1CCN(c2ccccc2F)CC1 the results were PV pol inh 102 and PV pol inh FP z-score 0.
Screening Cc1nc(-c2ccccc2)sc1-c1ccc(SCC(=O)Nc2ccc(F)cc2F)nn1 returned PV pol inh 108 and PV pol inh FP z-score 0.3.
`CCc1nn2c(=O)cc(COC(=O)c3cccc(NC(=O)CCc4ccccc4)c3)nc2s1` gave PV pol inh 97 and PV pol inh FP z-score -2.2.
`O=C(CSc1cccc[n+]1[O-])N1CCCc2ccccc21` gave PV pol inh 102 and PV pol inh FP z-score 0.2.
CCN(CC)C(=O)c1sc2c(c1C)c(=O)n(CCc1ccccc1)c(=O)n2Cc1ccc(F)cc1Cl was read as PV pol inh 106 and PV pol inh FP z-score -0.1.
For CCCOc1ccc(C2C(=O)N(C3CCCCCC3)CC(=O)N2C(C)C)cc1OC (stereo unspecified) the results were PV pol inh 109 and PV pol inh FP z-score 0.
For CCOC(=O)/C(C)=N/Nc1cc(C)cc(C)c1 the results were PV pol inh 101 and PV pol inh FP z-score 0.
O=C(/C=N/Nc1nc2ccccc2o1)c1ccccc1 was read as PV pol inh 106 and PV pol inh FP z-score 0.5.
For O=C(CSc1nc(=O)n2ccccc2n1)Nc1ccccc1 the results were PV pol inh 102 and PV pol inh FP z-score -0.3.
Screening COc1ccc(-c2nc3ccccc3o2)cc1NC(=O)c1cccc2c(Cl)cccc12 returned PV pol inh 105 and PV pol inh FP z-score 0.3.
`COc1ccc(C(=O)c2sc3nc4c(c(C(F)(F)F)c3c2N)CN(C(C)=O)CC4)cc1OC` gave PV pol inh 80 and PV pol inh FP z-score -4.2.
Screening CC(=O)Nc1ccc(C(C#N)c2ccccc2)cc1 (stereo unspecified) returned PV pol inh 107 and PV pol inh FP z-score 0.5.
Screening COc1ccccc1Cc1nc2ccccc2nc1SCC(=O)NCc1ccc(F)cc1 returned PV pol inh 110 and PV pol inh FP z-score 0.9.
Screening CCCCN1CCCc2cc(CN(CCCN3CCOCC3)C(=O)Nc3ccc(CC)cc3)ccc21 returned PV pol inh 108 and PV pol inh FP z-score 0.3.
Screening CCOc1ccc(NC(=O)CCCOc2cc(=O)n(C)c3ccccc23)cc1 returned PV pol inh 101 and PV pol inh FP z-score -1.3.
`CC(C)(C)NC(=O)Nc1ccc(S(=O)(=O)N2CCCC2)cc1` gave PV pol inh 108 and PV pol inh FP z-score 0.8.
CCC(Sc1nc(-c2ccccc2)[nH]c1S(=O)(=O)c1ccc(C)cc1)C(=O)O (stereo unspecified) was read as PV pol inh 106 and PV pol inh FP z-score 0.3.
COC(CNC(=O)c1c[nH]c2ccc(S(=O)(=O)N3CCOCC3)cc2c1=O)OC was read as PV pol inh 100 and PV pol inh FP z-score -0.1.
Cc1nnc(N/N=C/C2CC=CCC2)[nH]c1=O (stereo unspecified) was read as PV pol inh 104 and PV pol inh FP z-score 0.7.
Screening CN(c1ccccc1)S(=O)(=O)c1c[nH]c(=O)[nH]c1=O returned PV pol inh 100 and PV pol inh FP z-score -0.7.
COc1ccc(C2NN(Cc3ccccc3)C3C(=O)N(Cc4ccccc4)C(=O)C23)cc1 (stereo unspecified) was read as PV pol inh 100 and PV pol inh FP z-score -0.4.
COC(=O)COc1ccc(S(=O)(=O)N2CCC(C)CC2)cc1 was read as PV pol inh 101 and PV pol inh FP z-score 0.1.
For Cn1c2c(c(=O)n(C)c1=O)C(c1cccc(O)c1)CC(=O)N2 (stereo unspecified) the results were PV pol inh 108 and PV pol inh FP z-score 0.8.
For CCCNC(=O)c1cnn2c(C)c(Cc3ccccc3)c(C)nc12 the results were PV pol inh 103 and PV pol inh FP z-score 0.6.
O=C1NCCCC1C(=O)NCCc1c[nH]c2ccc(OCc3ccccc3)cc12 (stereo unspecified) was read as PV pol inh 107 and PV pol inh FP z-score 0.4.
O=C(Nc1ccc(Cl)cc1)N1CCC(CN2CCCCCC2)CC1 was read as PV pol inh 105 and PV pol inh FP z-score 0.4.
`COc1cccc(Cc2nnc(-c3ccc(-c4cccs4)s3)o2)c1` gave PV pol inh 104 and PV pol inh FP z-score 0.
`c1ccc2c(CCNC3CCNCC3)c[nH]c2c1` gave PV pol inh 103 and PV pol inh FP z-score 0.4.
`C/C(=N\NC(=O)c1ccccc1)c1ccccc1` gave PV pol inh 101 and PV pol inh FP z-score -0.2.
`C=Cc1ccc(Cn2c(=O)n(-c3cccc(C)c3)c(=O)c3c2c2cc(C)ccc2n3C)cc1` gave PV pol inh 105 and PV pol inh FP z-score -0.6.
Cc1ccc(-n2nc(C)c(C3(O)C(=O)N(CCC(C)C)c4ccccc43)c2N)cc1 (stereo unspecified) was read as PV pol inh 104 and PV pol inh FP z-score 0.8.
For CN1CCN(C(=O)c2ccc3c(c2)N(Cc2ccc(C(F)(F)F)cc2)C(=O)c2ccccc2S3)CC1 the results were PV pol inh 104 and PV pol inh FP z-score -1.6.
For COc1cccc(NCc2nnc(SCc3nnc(-c4cc(C)oc4C)o3)n2C2CCCCC2)c1 the results were PV pol inh 108 and PV pol inh FP z-score 0.8.
For Cc1ccc(C)c(NC(=S)N(Cc2ccco2)C(C)c2ccco2)c1 (stereo unspecified) the results were PV pol inh 100 and PV pol inh FP z-score -0.3.
c1ccc(-c2nnc(CSc3nnc(C4CCCCC4)o3)o2)cc1 was read as PV pol inh 103 and PV pol inh FP z-score 0.
COc1cccc(Cc2nc3ccccc3nc2SCC(=O)N2CCN(c3ccccc3)CC2)c1 was read as PV pol inh 102 and PV pol inh FP z-score -0.8.
Screening CC1=CCC(Cc2nc3ccccc3o2)C1(C)C (stereo unspecified) returned PV pol inh 102 and PV pol inh FP z-score -0.1.
COC(=O)c1cc2sccc2n1Cc1ccc(C)cc1 was read as PV pol inh 102 and PV pol inh FP z-score 0.4.
Screening CC1(C)CC(=O)C(C=NCCN2CCOCC2)=C(O)C1 returned PV pol inh 101 and PV pol inh FP z-score 0.
For CCSc1nc(-c2ccc(OC)cc2)nc2c1Cc1c(CO)cnc(C)c1O2 the results were PV pol inh 108 and PV pol inh FP z-score 0.2.
Screening Nc1nc(CSc2nnc(-c3ccccc3O)n2Cc2ccccc2)cs1 returned PV pol inh 102 and PV pol inh FP z-score 0.3.
For CC1CN(C(=O)N2CCC(C(=O)O)CC2)c2cc(Cl)ccc2O1 (stereo unspecified) the results were PV pol inh 104 and PV pol inh FP z-score 0.5.
`COc1cn(CC(=O)Nc2ccc(C)cc2C)c(CN2CCCCC2)cc1=O` gave PV pol inh 101 and PV pol inh FP z-score -1.3.
CCS(=O)(=O)c1c(Nc2cc(C)ccc2C)sc(C(=O)c2ccccc2)c1N was read as PV pol inh 105 and PV pol inh FP z-score -0.2.
For CC1(C)CC(=O)C(C=NCc2ccccc2)=C(O)C1 the results were PV pol inh 99 and PV pol inh FP z-score -0.9.
O=C(NCC(c1cccnc1)N1CCc2ccccc2C1)C(=O)Nc1cccc(Cl)c1 (stereo unspecified) was read as PV pol inh 109 and PV pol inh FP z-score 0.2.
For CCCCn1c(SC2CCCCC2=O)nc2cc(S(N)(=O)=O)ccc21 (stereo unspecified) the results were PV pol inh 106 and PV pol inh FP z-score 0.5.
COc1cc(NC(=O)CC(c2ccc(C)cc2)N2Cc3ccccc3C2=O)cc(OC)c1 (stereo unspecified) was read as PV pol inh 110 and PV pol inh FP z-score 0.6.
Screening O=c1[nH]nc(SCc2ccccc2)n1C1CC2C=CC1C2 (stereo unspecified) returned PV pol inh 104 and PV pol inh FP z-score 0.5.
O=S(=O)(NC1CN2CCC1CC2)c1ccc(Cl)cc1 (stereo unspecified) was read as PV pol inh 106 and PV pol inh FP z-score 0.6.
CN(CCOc1cccc(C(F)(F)F)c1)Cc1ccccc1 was read as PV pol inh 98 and PV pol inh FP z-score -0.5.
`CCCCCCNC(=O)CCc1c(C)nc2nc(-c3cc(OC)cc(OC)c3)nn2c1C` gave PV pol inh 105 and PV pol inh FP z-score -0.6.
Screening O=C(Cc1ccccc1Cl)NC1(O)C(=O)c2ccccc2C1=O returned PV pol inh 83* and PV pol inh FP z-score -3*.
CCSc1nnc(-c2ccncc2)n1Cc1ccccc1 was read as PV pol inh 100 and PV pol inh FP z-score 0.
Screening S=c1[nH]nc(SCc2ccccc2)s1 returned PV pol inh 98 and PV pol inh FP z-score -0.5.
`CCOC(=O)/C(C#N)=C/c1ccc(-c2ccc(Br)cc2)o1` gave PV pol inh 107 and PV pol inh FP z-score 0.5.
`CC(C)Cn1c(N)c(C(=O)CSc2ncccn2)c(=O)n(C)c1=O` gave PV pol inh 101 and PV pol inh FP z-score -0.3.
`Cc1ccccc1N1CCN(S(=O)(=O)c2nnc(NC(=O)c3ccc(C(C)C)cc3)s2)CC1` gave PV pol inh 109 and PV pol inh FP z-score 0.1.

Structures above with an NH in an aromatic ring, in the order listed:
COc1ccc(CC(=O)n2[nH]c(=O)ccc2=O)cc1OC was read as PV pol inh 102 and PV pol inh FP z-score -0.1.
Screening O=C(NCCc1ccccc1)c1c[nH]c2ccc(S(=O)(=O)Nc3ccccc3F)cc2c1=O returned PV pol inh 106 and PV pol inh FP z-score -0.8.
For O=C(CN1CCC(c2nc(-c3ccncc3)n[nH]2)CC1)N1CCN(c2ccccc2F)CC1 the results were PV pol inh 102 and PV pol inh FP z-score 0.
CCC(Sc1nc(-c2ccccc2)[nH]c1S(=O)(=O)c1ccc(C)cc1)C(=O)O (stereo unspecified) was read as PV pol inh 106 and PV pol inh FP z-score 0.3.
COC(CNC(=O)c1c[nH]c2ccc(S(=O)(=O)N3CCOCC3)cc2c1=O)OC was read as PV pol inh 100 and PV pol inh FP z-score -0.1.
Cc1nnc(N/N=C/C2CC=CCC2)[nH]c1=O (stereo unspecified) was read as PV pol inh 104 and PV pol inh FP z-score 0.7.
Screening CN(c1ccccc1)S(=O)(=O)c1c[nH]c(=O)[nH]c1=O returned PV pol inh 100 and PV pol inh FP z-score -0.7.
O=C1NCCCC1C(=O)NCCc1c[nH]c2ccc(OCc3ccccc3)cc12 (stereo unspecified) was read as PV pol inh 107 and PV pol inh FP z-score 0.4.
`c1ccc2c(CCNC3CCNCC3)c[nH]c2c1` gave PV pol inh 103 and PV pol inh FP z-score 0.4.
Screening O=c1[nH]nc(SCc2ccccc2)n1C1CC2C=CC1C2 (stereo unspecified) returned PV pol inh 104 and PV pol inh FP z-score 0.5.
Screening S=c1[nH]nc(SCc2ccccc2)s1 returned PV pol inh 98 and PV pol inh FP z-score -0.5.
